Screening results from PubChem BioAssay.
influenza NS1A: H1N1 influenza NS1A inhibitors, functional cell based assay (AID 504329); NS1A functional cell-based assay, percent inhibition; higher % means a stronger effect; inhibition, % at 12.5 µM, or IC50 in µM where a hit was titrated; 0.3% of 340,000 active; in the data active = a potency from the dose series; inconclusive = inhibition above about 27% without an active follow-up result; note: strong numbers were not always called active
M. tuberculosis: growth inhibition of non-replicating M. tuberculosis (AID 488890) | 0.39% of 320,000 active | one-dose inhibition, % at 25 µM; IC50 in µM for titrated hits | Mycobacterium tuberculosis non-replicating, growth inhibition; higher % means a stronger effect; in the data active = a potency from the dose series; inconclusive = inhibition mostly from about 82% at the one dose, without a potency; inactive = the rest, 99 in 100 with inhibition below about 76%;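 note: plate controls were DMSO cells for no effect and high antibiotic wells for full effect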
M. tuberculosis HTS: M. tuberculosis growth inhibition, HTS (AID 449762) | M. tuberculosis H37Rv growth inhibition, 7H9 media; higher % means a stronger effect | one-dose inhibition, % at 25 µM; IC50 in µM for titrated hits | 0.59% of 330,000 active; in the data active = a potency from the dose series; inconclusive = inhibition above about 70% without an active follow-up result;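 note: bacterial growth assessed after seven days of incubation; strong numbers were not always called active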
PhoP GFP inhibition: PhoP regulon inhibitors, Salmonella typhi PhoP promoter GFP reporter, confirmatory (AID 1850) | Salmonella Typhi PhoP-promoter GFP reporter, fluorescence, 4 h; higher % means a stronger effect | inhibition, % at 50 µM, or IC50 in µM where a hit was titrated | 0.33% of 310,000 active; in the data active = a potency from the dose series; inconclusive = inhibition mostly from about 25% at the one dose, without a potency; inactive = the rest, 99 in 100 with inhibition below about 19%;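 note: 0% = induced wells with vehicle and 100% = uninduced wells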
VEEV TC-83 Vero: inhibitors of VEEV TC-83 cytopathic effect, confirmation, Vero cells (AID 588727); Vero cells, VEEV TC-83 cytopathic effect inhibition; higher % means a stronger effect; one-dose inhibition, % at 20 µM; IC50 in µM for titrated hits; 0.13% of 350,000 active; in the data active = a potency from the dose series; inconclusive = inhibition mostly from about 14% at the one dose, without a potency; inactive = the rest, 99 in 100 with inhibition below about 12%; note: strong numbers were not always called active
VEEV TC-83 Vero 10K pilot screen: recorded beside VEEV TC-83 Vero, whose call it bears; inhibition, %; measured here: 10K pilot screen inhibition
An asterisk follows results filed as active; i = inactive; ? = inconclusive; . = no result given.

SMILES	influenza NS1A	M. tuberculosis	M. tuberculosis HTS	PhoP GFP inhibition	VEEV TC-83 Vero	others
COc1ccc(O)c(/C=N/N2CCOCC2)c1	-7%	-17%	-8%	13%	0.4%
Cn1c(=O)cc(-c2ccccc2)c2ccccc21	-6%	23%	-1%	-15%	2.0%
Cc1cc(C)c(C)c(OCC(=O)N2CCCCCC2)c1	-6%	1%	-1%	-1%	1.6%
CCOC(=O)C1=C(N)Oc2cc(C)n(C)c(=O)c2C1c1ccncc1 (stereo not given)	8%	0%	6%	5%	5.8%
COC(=O)c1nnc(-c2ccccc2)nc1OC	-5%	-2%	4%	-9%	1.4%
COCc1ccc(C(=O)N2CCCC(N3CCN(c4ccc(F)cc4)CC3)C2)o1 (stereo not given)	0%	-2%	2%	4%	7.2%
CCN(CC)S(=O)(=O)c1ccc(NC(=O)COC(=O)CNS(=O)(=O)/C=C/c2ccccc2)cc1	-6%	13%	-1%	1%	0.5%
COc1cc(C(=O)Nc2ccccc2C(=O)Nc2ccccn2)cc(OC)c1OC	-2%	32%	1%	3%	7.5%
Cc1ccc(CC(=O)NC2CCSC2=O)cc1 (stereo not given)	-1%	6%	0%	-3%	0.1%
COc1cc(CNCCc2ccccc2)ccc1OCC(=O)NC(C)(C)C	-12%	3%	-1%	3%	i
COc1ccc(NC(C)=O)c(C)c1	-16%	-4%	-3%	-1%	i
CCOC(=O)C1=CN2CCC[C@H]2CC1=O	6%	-7%	-4%	.	0.2%	VEEV TC-83 Vero 10K pilot screen=0.3
COc1ccc(-c2cn3c(C)c(C(=O)Nc4cccc(C)n4)sc3n2)cc1	5%	50%	67%	1%	8.1%
CC1(CCc2ccccc2)NC(=O)N(Cc2nnc(-c3ccccc3Br)o2)C1=O (stereo not given)	-1%	30%	-7%	8%	4.8%
CCC1(CC)C(=O)N(C)C(=O)NC1=NC	-6%	.	2%	9%	0.1%
COc1ccc(C2=NOC(C(=O)Nc3c(C)n(C)n(-c4ccccc4)c3=O)C2)cc1OC (stereo not given)	7%	-2%	2%	-18%	0.3%
Cc1ccc(C(=O)NCc2ccncc2)cc1S(=O)(=O)N1CCCCC1	-8%	6%	6%	-5%	1.4%
Cc1ccnc(NC(=O)CNC(=O)c2ccc(C)s2)c1	10%	3%	-3%	-1%	5.9%
CCN(C(=O)CSc1nnc(Cc2cccc3ccccc23)n1N)C1CCS(=O)(=O)C1 (stereo not given)	-11%	10%	4%	-2%	i
COc1ccc(CNc2ccc(S(N)(=O)=O)cc2)cc1	-11%	29%	7%	3%	1.7%
O=C(OC1CCOC1=O)c1ccc(N2CCCC2)c([N+](=O)[O-])c1 (stereo not given)	-6%	1%	-5%	11%	0.7%
CCC(=O)N1CCc2cc(S(=O)(=O)NCCCOC)ccc21	13%	-9%	-2%	22%	0.4%
CCc1cc2c(=O)c(-c3nc4ccccc4n3C)coc2c(CN2CCC(C)CC2)c1O	-13%	.	.	.	i
CS(=O)(=O)NNC(=O)C1Cc2c(ccc3ccccc23)O1 (stereo not given)	-21%	-7%	10%	4%	1.9%
O=C(CSc1nc(C2CC2)nc2ccccc12)N1CCc2ccccc2C1	.	12%	-8%	-5%	.
Cc1ccccc1NC(=O)c1cccc(S(=O)(=O)N2CCOCC2)c1	16%	-11%	4%	14%	1.2%
CCOc1ccccc1N1C(=O)c2ccc(S(=O)(=O)c3ccc(C(=O)O)cc3)cc2C1=O	0%	-3%	5%	13%	1.0%
CCOC(=O)C1CCN(C(=O)c2cc3c(=O)n4cccc(C)c4nc3s2)CC1	-6%	-7%	-8%	3%	1.5%
Cc1[nH]c2ccccc2c1CCNC(=O)c1c(N)no[n+]1[O-]	1%	19%	4%	0%	2.1%
O=C(CCc1ccccc1)N/N=C/c1cccc(O)c1	6%	-3%	-3%	-5%	1.2%
CN(c1ccccc1C(=O)O)S(=O)(=O)c1ccc2c3c(cccc13)C(=O)N2	-18%	-6%	-5%	-8%	1.0%
CCCc1nn(C(=O)c2ccccc2)c2c1C(=O)CC(C)(C)C2	-9%	-5%	-1%	-14%	i
COc1cc(C(=O)NCCC(=O)NCCCN2CCCCC2)cc(OC)c1OC	1%	6%	-1%	-11%	1.2%
COc1ccc(NC(=O)N2CCc3ccccc32)cc1	9%	8%	-11%	25%	i
Cc1ccc(N(CC(=O)NC2CCCC2)C(=O)CCC(=O)Nc2nccs2)c(C)c1	14%	-10%	8%	-4%	0.6%
CN1CCN(CC#CC(C)(O)C2CC3C=CC2C3)CC1 (stereo not given)	-9%	-3%	-5%	-1%	0.3%
CCOC(=O)c1nn(-c2ccccc2C)c2nc(Nc3ccccc3)cc(=O)n12	25%	65%	8%	-1%	1.1%
CCc1nc(C#N)c(N2CCOCC2)o1	-2%	37%	-1%	-10%	1.0%
CCOC(=O)c1c(C)[nH]c(C2=NNC(=NC3CC3)SC2)c1C	8%	13%	3%	11%	3.4%
Cc1cccnc1NC(=O)c1ccco1	-10%	.	.	.	1.8%
CCOC(=O)Cc1nnc(-c2ccccc2)o1	-4%	.	-2%	5%	0.8%
O=C(Nc1ccccc1[N+](=O)[O-])c1cccnc1Cl	-9%	0%	11%	-5%	0.1%
Cc1[nH]c2c(Cl)cccc2c1CCNC(=O)C1CCCCC1C(=O)OCC(F)(F)F (stereo not given)	1%	-1%	5%	2%	0.4%
O=C(CCCN1C(=O)c2ccccc2C1=O)NCCC1=CCCCC1	-21%	3%	-7%	-5%	3.6%
Cc1cccc(NC(=O)CCC(=O)N/N=C/c2cccnc2)c1	-1%	-1%	-12%	-5%	3.0%
CCOc1ccccc1C1c2cc3c(cc2OC(C)(N2CCCC2)C1C)OCO3 (stereo not given)	19%	-3%	6%	5%	0.4%
C#CCOCCOCCOCCNc1nc(N2CCN(C(=O)[C@H](CCCCN)n3cc([C@@H](N)CO)nn3)CC2)nc(N2CCN(C(=O)[C@H](Cc3cc4ccccc4[nH]3)n3cc([C@@H](N)CC(C)C)nn3)CC2)n1	.	65%	67%	-1%	.
CCc1nnc(NC(=O)c2c(C)nn(-c3ccccc3)c2Cl)s1	-3%	2%	25%	3%	8.1%

2 compounds drawn at random from those above:
SMILES	influenza NS1A	M. tuberculosis	M. tuberculosis HTS	PhoP GFP inhibition	VEEV TC-83 Vero	others
CCc1nc(C#N)c(N2CCOCC2)o1	-2%	37%	-1%	-10%	1.0%
O=C(CCCN1C(=O)c2ccccc2C1=O)NCCC1=CCCCC1	-21%	3%	-7%	-5%	3.6%

(continued)
SMILES	influenza NS1A	M. tuberculosis	M. tuberculosis HTS	PhoP GFP inhibition	VEEV TC-83 Vero	others
COCC(C)NCc1ccc(OC)c(Br)c1 (stereo not given)	-6%	6%	5%	4%	0.6%
O=C(NCc1ccc(OC(F)(F)F)cc1)C1CCC(=O)N(C2CC2)C1 (stereo not given)	23%	.	.	.	0.3%
O=C(c1ccc(F)cc1)N1CCC(N2CCOCC2)CC1	12%	-7%	-2%	-7%	0.9%
CC1Cc2ccccc2N1CC(=O)NC(=O)NC(C)(C)C (stereo not given)	-4%	10%	-2%	17%	1.4%
CNC(=S)Nc1ccc(OC(F)(F)F)cc1	-8%	56%	-5%	5%	0.7%
O=C(Cc1ccc([N+](=O)[O-])cc1)Nc1ccc(Cl)cc1	3%	.	-4%	6%	1.1%
CC(C)NS(=O)(=O)c1ccc(NC(=S)NC(=O)c2cccc([N+](=O)[O-])c2)cc1	6%	79%	-1%	-2%	0.6%
CCCCc1ncc(CN2CCN(Cc3ccc(C)cc3)C(CCO)C2)[nH]1 (stereo not given)	-2%	31%	0%	11%	i
N#Cc1c(N)c(C(=O)c2ccccc2)n2ccccc12	-4%	-10%	0%	5%	7.9%
Cc1[nH]c2ccccc2c1SCCNC(=O)c1ccc(Br)o1	11%	47%	-6%	-7%	7.8%
COCCN=C1Sc2nc3ccc(C)cc3cc2CN1Cc1ccco1	2%	28%	98%	1%	7.6%
Cc1onc(-c2ccccc2)c1NC(=O)Nc1ccc(OC(F)F)cc1	.	14%	0%	-1%	i
CCOC(=O)C1=C(CN2CCOCC2)NC(=O)NC1c1cccc([N+](=O)[O-])c1 (stereo not given)	-4%	-3%	0%	-6%	i
O=S(=O)(NCc1cccnc1)c1ccc(Cl)c2ccccc12	8%	7%	-4%	-1%	0.1%
CC(=O)c1ccc(NC(=S)NCCCn2ccnc2)cc1	7%	1%	1%	15%	0.7%
CN(Cc1ccccc1)S(=O)(=O)c1ccc(NC(=O)C2CCCO2)cc1 (stereo not given)	2%	7%	2%	-12%	0.0%
COc1ccc(CCC(=O)NCCNC(=O)CCc2ccc(OC)cc2)cc1	-4%	9%	3%	-1%	i
S=c1[nH]nc(CCSCc2ccccc2)n1-c1ccccc1	-12%	12%	-13%	-8%	2.8%
Cc1cccc(NC(=O)CN2C(=O)C(C)Oc3ccccc32)n1 (stereo not given)	-5%	-2%	-1%	-6%	i
Cc1ccc(C(=O)c2cc([N+](=O)[O-])ccc2N2CCOCC2)cc1C	3%	25%	4%	-4%	i
Cc1ccccc1NC(=O)Cc1nc(COC(=O)CCNS(=O)(=O)c2ccccc2)cs1	-1%	25%	-4%	-4%	3.6%
Cc1cc(-c2n[nH]c(=S)n2/N=C/c2ccco2)n[nH]1	-4%	-4%	-7%	-10%	0.9%
COc1ccc(-n2c(COc3ccc(C)cc3)nnc2SCc2ccc(C#N)cc2)cc1	7%	3%	-4%	-7%	i
CCOC(=O)Cc1nnc(NC(=O)CSc2ncc(-c3ccccc3)nn2)s1	-11%	14%	-2%	4%	1.1%
Cc1cccc(OP(N)(=O)Oc2cccc(C)c2C)c1C	0%	15%	9%	4%	2.9%
Cc1cc(C)c2nc(N3CCN(C)CC3)c(C#N)cc2c1	-5%	5%	7%	4%	2.6%
O=C(Nc1ccccc1C(=O)O)c1cc(S(=O)(=O)N2CCCCC2)cs1	-13%	6%	-5%	-7%	1.6%
CN(C)c1ccc(-c2nn3c(C4CCCCC4)nnc3s2)cc1	-11%	46%	6%	-1%	i
Cc1ccc(-c2csc(NC(=O)c3cc([N+](=O)[O-])ccc3N3CCOCC3)n2)cc1	17%	-4%	-4%	5%	2.6%
CN1C(=O)CSc2ccc(NC(=O)NCc3ccccc3)cc21	4%	5%	-3%	-3%	i
COc1cc(C(=O)NCCC(=O)NC(C)CCc2ccccc2)cc(OC)c1OC (stereo not given)	4%	-18%	-2%	-3%	0.6%
COc1ccc(CC2c3cc(OC)c(OC)cc3CCN2C)cc1OC (stereo not given)	5%	35%	2%	-3%	1.7%
CC(C)Nc1nnc(SCC(=O)Nc2sccc2C#N)s1	-6%	0%	-6%	.	0.7%
Cc1cccc(C(=O)NC2CC3CCCC(C2)N3S(=O)(=O)c2ccccc2)c1 (stereo not given)	-8%	26%	6%	8%	6.5%
C=CCNC(=O)C(=O)Nc1cc2c3c(c1)CCC(=O)N3CCC2	-1%	-11%	-8%	1%	1.4%
NC(=O)COc1ccc(NC(=O)CC23CC4CC(CC(C4)C2)C3)cc1	0%	-2%	-2%	-7%	2.6%
O=C(Oc1ccc(=O)n(-c2ccccc2)n1)c1ccc(Cl)cc1	8%	5%	4%	3%	0.3%
C[C@@H]1CC2[C@@H]3CC[C@H]4CC(=O)CC[C@]4(C)C3=CC[C@]2(C)[C@@]1(O)C(=O)CO (stereo not given in full)	6%	13%	-4%	-1%	i
CCN1C(=O)[C@@H]2[C@@H](c3ccc(-c4ccc5c(c4)OCO5)c(OC)c3)N3CCC[C@@]3(C(=O)OC)[C@@H]2C1=O	6%	-5%	-1%	-8%	0.2%
COc1ccc(N=C2NN=C(c3c(C)[nH]c4ccccc34)CS2)cc1	-2%	5%	?	-1%	4.8%

Six compounds already listed, ordered by length of the SMILES, rising:
SMILES	influenza NS1A	M. tuberculosis	M. tuberculosis HTS	PhoP GFP inhibition	VEEV TC-83 Vero	others
CC(C)Nc1nnc(SCC(=O)Nc2sccc2C#N)s1	-6%	0%	-6%	.	0.7%
C=CCNC(=O)C(=O)Nc1cc2c3c(c1)CCC(=O)N3CCC2	-1%	-11%	-8%	1%	1.4%
COc1ccc(N=C2NN=C(c3c(C)[nH]c4ccccc34)CS2)cc1	-2%	5%	?	-1%	4.8%
NC(=O)COc1ccc(NC(=O)CC23CC4CC(CC(C4)C2)C3)cc1	0%	-2%	-2%	-7%	2.6%
Cc1cccc(C(=O)NC2CC3CCCC(C2)N3S(=O)(=O)c2ccccc2)c1 (stereo not given)	-8%	26%	6%	8%	6.5%
CCN1C(=O)[C@@H]2[C@@H](c3ccc(-c4ccc5c(c4)OCO5)c(OC)c3)N3CCC[C@@]3(C(=O)OC)[C@@H]2C1=O	6%	-5%	-1%	-8%	0.2%
